ATG4B inhibitor – blocks human ATG4B protease cleavage of LC3 substrate | Q9Y4P1 | ATG4B cleavage of LC3-PLA2, NBD-HPC fluorescence, 1 h | inhibition, % at 8.33 µM | 0.51% of 340,000 active | AID 504462; in the data active = inhibition above about 40%
Target sequence (Q9Y4P1 whole entry, looked up): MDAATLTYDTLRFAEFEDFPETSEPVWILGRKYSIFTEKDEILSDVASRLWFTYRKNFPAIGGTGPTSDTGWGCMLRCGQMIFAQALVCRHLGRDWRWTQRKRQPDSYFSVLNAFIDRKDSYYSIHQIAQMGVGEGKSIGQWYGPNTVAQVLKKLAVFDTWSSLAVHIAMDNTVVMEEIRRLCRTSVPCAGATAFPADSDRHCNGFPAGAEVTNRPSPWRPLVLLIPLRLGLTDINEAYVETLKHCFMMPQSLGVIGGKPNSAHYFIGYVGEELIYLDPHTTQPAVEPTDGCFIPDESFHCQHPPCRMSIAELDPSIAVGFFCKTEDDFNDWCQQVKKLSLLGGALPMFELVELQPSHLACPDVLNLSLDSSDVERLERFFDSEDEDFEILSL
Gli-Sufu antag – antagonists of Gli-Sufu signaling; Sufu-KO-LIGHT fibroblasts, Gli luciferase reporter luminescence; inhibition, % at 5 µM; 0.74% of 340,000 active;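 active = inhibition above about 55%, limit read from the data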;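 note: 0% = DMSO-treated cells and 100% = wells with medium but no cells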
APJ antag – blocks the human apelin receptor APJ; P35414; CHO-K1 APJ beta-arrestin complementation, luminescence; inhibition, % at 20 µM; 0.32% of 330,000 active; AID 2521;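 active = inhibition above about 40% at 20 µM, limit read from the data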;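 note: cells challenged with 10 nM apelin-13 agonist together with compound; plate controls were apelin-13 plus DMSO wells for no effect and DMSO wells lacking apelin-13 for full effect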
EBI2 block – EBI2 (human) antagonism; P32249; EBI2 beta-arrestin recruitment, luminescence, 7a,25-OHC stimulated; inhibition, % at 5 µM; 0.81% of 360,000 active; AID 651636; in the data active = inhibition above about 38%;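 note: enzyme fragment complementation signal reports receptor beta-arrestin coupling in cells; 0% = agonist plus DMSO wells and 100% = wells without agonist; some results beyond the cut were filed as inactive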
Target sequence (P32249 whole entry, looked up, the tested form may be a part): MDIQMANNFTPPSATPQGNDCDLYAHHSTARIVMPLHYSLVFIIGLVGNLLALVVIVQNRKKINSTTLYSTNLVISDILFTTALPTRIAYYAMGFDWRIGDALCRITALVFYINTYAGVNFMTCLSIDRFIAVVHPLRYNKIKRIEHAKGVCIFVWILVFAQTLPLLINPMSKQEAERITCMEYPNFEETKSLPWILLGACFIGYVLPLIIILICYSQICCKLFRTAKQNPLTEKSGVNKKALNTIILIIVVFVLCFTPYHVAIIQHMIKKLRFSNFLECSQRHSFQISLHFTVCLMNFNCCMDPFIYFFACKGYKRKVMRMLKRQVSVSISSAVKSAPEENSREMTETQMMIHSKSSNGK
CCR6 antag – antagonists of human CCR6 receptor. P51684. CHO-K1 CCR6 PathHunter beta-arrestin, luminescence, CCL20-stimulated. 0.49% of 340,000 active. inhibition, % at 20 µM;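 active = compounds whose inhibition of the agonist-driven luminescence signal at 20 µM reaches about 50%, limit read from the data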;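 note: cells stimulated with CCL20 at 14 nM final; plate controls were DMSO with CCL20 for no effect and DMSO without agonist for full effect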
CXCR6 inh – inhibitors of human CXCR6 receptor; O00574; CHO-K1 PathHunter CXCR6 beta-arrestin, luminescence; inhibition, % at 20 µM; 0.36% of 360,000 active; in the data active = inhibition above about 34%, passing the limit was not always enough;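 note: antagonist mode with CXCL16 agonist at 10 nM final; 0% = 10 nM CXCL16 with DMSO and 100% = unstimulated wells without agonist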
UBC13 inh – human UBC13 polyubiquitination inhibition | P61088 | inhibition, % at 20 µM | 0.47% of 330,000 active | UBC13 polyubiquitin chain formation, TR-FRET; in the data active = inhibition above about 45%, passing the limit was not always enough
Target sequence (P61088 whole entry, looked up): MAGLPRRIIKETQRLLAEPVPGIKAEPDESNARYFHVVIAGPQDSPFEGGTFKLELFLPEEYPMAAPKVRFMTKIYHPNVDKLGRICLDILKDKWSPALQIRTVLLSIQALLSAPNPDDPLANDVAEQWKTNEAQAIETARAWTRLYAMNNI
APJ agonist – agonists of human APJ apelin receptor | 0.11% of 330,000 active | CHO-K1 APJ PathHunter beta-arrestin, luminescence; 0% DMSO wells, 100% apelin | activation, % at 20 µM | AID 2520;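 active = activation more than six SD over the plate average, tested at 20 µM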;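 note: 0% = DMSO alone and 100% = apelin-13 at 10 nM; some results filed as inactive read as strong as hits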
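Test system: CHO-K1 APJ beta-arrestin complementation cell line. Amount: cell density 1000 per well. Controls: DMSO negative, 10 nM Apelin-13 positive. Signal: luminescent beta-gal fragment complementation, chemiluminescent substrate. Read-out basis: agonist-driven arrestin binding to APJ. Timing: compound stimulation 90 min at 25 °C, detection 60 min.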
* marks the source's active call; other numbers are inactive results. Random draw from the library (roughly 3% active in at least one column).

#	Structure	APJ antag	Gli-Sufu antag	EBI2 block	UBC13 inh	CXCR6 inh	APJ agonist	ATG4B inhibitor	CCR6 antag
1	Cc1cc(-c2ccc(S(=O)(=O)N(C)c3ccc(C)c(C)c3)s2)on1	6.3	26.0	-2.2	1.3	-8.9	-1.5	-6.1	16.8
2	Cc1cc(Cl)ccc1NNC(=O)CCc1ccccc1	-15.0	-4.7	-6.8	3.1	5.1	-1.6	-2.9	5.5
3	COCCNC(=O)CCCn1c(=O)c2cc(OC)c(OC)cc2n(CC(=O)c2ccccc2)c1=O	-4.9	2.1	-4.0	7.4	-1.5	0.8	-9.3	0.9
4	CNC(=O)c1cc(NC(=O)CCn2nc(-c3ccccc3)c3ccccc3c2=O)ccc1OC	18.7	10.3	-12.4	0.1	1.7	-3.5	-9.1	7.9
5	OC(CNCC1(N2CCCCC2)CCCCC1)COc1ccc(Cl)cc1Cl (stereo not drawn)	2.3	8.9	-11.1	6.8	0.5	-1.9	6.0	15.8
6	COc1cc(NC(=O)c2ccnn2C)c(OC)cc1Cl	10.2	3.6	6.7	14.6	-2.9	-3.7	2.7	12.2
7	O=C1CCCC2=C1C(c1ccncc1)Nc1ccccc1N2 (stereo not drawn)	15.1	1.2	-5.4	-11.4	-12.3	0.0	-1.6	-6.6
8	COc1ccc(Cc2nnc(Cl)c3ccccc23)cc1OC	16.9	12.7	2.8	16.6	-1.9	-2.5	-5.8	3.1
9	Cc1nc2ccccn2c1P(=Nc1ccccc1)(N(C)C)N(C)C	-21.4	2.8	5.2	-1.6	6.0	0.3	-6.4	-6.0
10	O=C(C1CCCC1)N1CCCC(Nc2ccccc2)C1 (stereo not drawn)	1.1	-5.0	-11.2	6.4	9.4	-1.6	1.7	-7.0
11	CC[C@@]1(C(=O)OC)N[C@H](CN(C)C(=O)Nc2ccc(OC)cc2)[C@@H]2C(=O)N(Cc3ccccc3)C(=O)[C@@H]21	0.7	-12.0	-8.2	-1.9	-3.9	-2.3	-1.0	5.3
12	O=C(OCC(=O)N1CCc2ccccc21)c1c2c(nc3ccccc13)CCCC2	-13.8	12.9	-24.7	-3.1	6.0	3.5	-20.9	3.2
13	CCCNC(=O)c1cccc(S(=O)(=O)N2CC3(C)CC2CC(C)(C)C3)c1 (stereo not drawn)	10.7	7.9	11.5	-1.7	3.0	-9.0	3.7	2.7
14	Cc1ccc(NC(=O)C2CC(=O)n3c(nc4ccccc43)N2)cc1C (stereo not drawn)	-4.0	-3.1	-2.7	-1.1	-0.9	-0.5	5.7	12.8
15	Cc1ccc(CNC(=O)CCc2nc(-c3cccs3)no2)cc1	-63.1	4.2	4.8	-1.5	6.8	-3.4	11.9	1.7

Profiles from above.
CC[C@@]1(C(=O)OC)N[C@H](CN(C)C(=O)Nc2ccc(OC)cc2)[C@@H]2C(=O)N(Cc3ccccc3)C(=O)[C@@H]21 is listed with APJ antag = 0.7; Gli-Sufu antag = -12.0; EBI2 block = -8.2; UBC13 inh = -1.9; CXCR6 inh = -3.9; APJ agonist = -2.3; ATG4B inhibitor = -1.0; CCR6 antag = 5.3
Cc1cc(-c2ccc(S(=O)(=O)N(C)c3ccc(C)c(C)c3)s2)on1 is listed with APJ antag = 6.3; Gli-Sufu antag = 26.0; EBI2 block = -2.2; UBC13 inh = 1.3; CXCR6 inh = -8.9; APJ agonist = -1.5; ATG4B inhibitor = -6.1; CCR6 antag = 16.8

Later entries.
#	Structure	APJ antag	Gli-Sufu antag	EBI2 block	UBC13 inh	CXCR6 inh	APJ agonist	ATG4B inhibitor	CCR6 antag
16	CCC[C@@H]1CCCO[C@@](C(=O)NCc2ccccn2)(C(F)(F)F)C1	-2.2	7.1	14.8	3.9	-10.1	-1.5	6.0	5.7
17	CN(CC(=O)Nc1c(Cl)cccc1Cl)C(=O)CCCN1C(=O)c2ccccc2C1=O	10.8	0.7	-4.2	-7.9	-2.2	-2.6	3.2	10.0
18	O=C(CSCCO)Nc1ccc([N+](=O)[O-])cc1	11.9	-2.4	0.8	-0.2	-1.6	-2.1	0.3	-11.2
19	CC(=O)Nc1ccc(N2C(=O)CSC2c2cccc(Br)c2)cc1 (stereo not drawn)	14.0	-8.0	-8.6	6.6	6.6	-0.2	0.0	4.3
20	Cc1ccc(Nc2nc(C(=O)N3CCC(C(=O)NCCN4CCOCC4)CC3)cs2)cc1	-2.8	0.1	5.9	5.0	1.2	-5.2	-11.4	12.5
21	Cc1cccc(/C=N/NC(=O)c2cc3c(s2)-c2ccccc2CC3)c1	-29.5	9.1	2.7	-0.5	-8.2	-1.1	-19.9	-2.4
22	Cc1ccc(/C=N/N2CCN(c3ccccn3)CC2)cc1	2.5	-46.1	-0.2	-7.4	-5.5	-1.0	15.5	9.4
23	CC(C)(C)NS(=O)(=O)c1ccc(OCC(=O)NCc2ccco2)cc1	10.7	2.8	-3.8	-4.7	-3.8	-1.6	-0.4	-3.6
24	COc1ccc(CCNC(=O)COC(=O)c2ccc(C)s2)cc1	3.7	5.0	-0.8	0.7	2.6	-1.3	-14.8	4.0
25	CC1CCCCC1NC(=O)COC(=O)c1ccc2ncsc2c1 (stereo not drawn)	26.7	-2.5	1.9	8.3	-2.8	-1.3	2.8	23.6
26	Cc1ccc(Cn2c(SCCN3CCCCC3)nc3c2c(=O)n(C)c(=O)n3C)cc1	-13.2	1.1	0.1	0.9	15.2	-1.5	-3.5	20.2
27	NC(N)=N/N=C/c1ccc(Cl)c(Cl)c1	-13.0	5.2	-3.8	28.4	-19.1	7.6	-0.2	-7.7
28	O=C(NN=C1CCCCC1)Nc1ccccc1Cl	11.3	-12.0	-0.6	0.3	-1.3	4.3	-8.3	2.9
29	CC12CN(C(=O)c3ccc(Cl)cc3)C3(C#N)CC1CCC23C (stereo not drawn)	4.0	4.6	-13.9	0.3	0.7	-3.4	4.7	13.9
30	O=c1nc2ccccc2c(NS(=O)(=O)c2ccccc2)n1-c1ccccc1	10.7	82.9*	10.0	3.0	-4.3	-0.3	-17.3	-9.5
31	Cc1ccc(NCc2nnc(SCC(N)=O)n2CC2CCCO2)c(C)c1 (stereo not drawn)	-1.7	8.4	-13.0	-2.1	0.1	-4.5	0.5	3.8
32	COc1ccc(OCc2cccc(C(=O)Nc3ccc(CN4CCCCC4)cc3)c2)cc1	17.5	-107.4	10.5	7.6	-7.6	1.2	5.6	34.4
33	COc1ccc(-c2nc(C#N)c(N3CCN(C(=O)c4ccco4)CC3)o2)cc1OC	-5.0	2.0	14.0	-2.1	9.1	-2.7	8.1	-12.8
34	O=C(NCC1CCCO1)c1nc2c(nnn2Cc2ccccc2Cl)c(=O)[nH]1 (stereo not drawn)	1.7	3.9	-19.1	3.0	-6.8	4.9	-5.7	-3.9
35	O=C(CSc1nnnn1-c1cccc(C(=O)O)c1)NC(c1ccccc1)c1ccccc1	-3.4	2.5	-4.0	-2.8	-0.2	-0.7	2.9	16.4
36	Cc1ccnc(NC(=O)c2ccc(OCc3c(C)noc3C)cc2)c1	17.9	-20.1	-14.4	-3.5	6.3	3.4	4.8	10.1
37	COc1ccc(NC(=O)c2ccccc2NS(C)(=O)=O)cc1OC	11.2	3.6	6.0	-8.7	0.9	0.0	-7.9	5.2
38	O=C(c1ccco1)N(Cc1ccccc1)Cc1ccccn1	15.1	6.3	2.5	2.6	1.3	-3.0	2.7	0.1
39	O=C(CNC(=O)c1ccccc1F)Nc1ccncc1	19.0	-8.7	-1.1	1.5	-0.9	6.7	-3.7	9.7
40	COc1ccc(CCC(=O)N(C)CC(=O)Nc2ccc(Cl)c(C(F)(F)F)c2)cc1	-5.7	-5.7	-18.5	0.7	-23.7	-5.7	-10.1	11.6
41	C[C@H](NS(=O)(=O)c1ccc2c(c1)OCCCO2)C(=O)N1CCN(Cc2ccccc2)CC1	13.3	-7.5	-2.6	-1.4	-1.8	-4.7	-1.1	-0.7
42	O=C(O)CCC(=O)N1N=C(c2cccs2)CC1c1cccc([N+](=O)[O-])c1 (stereo not drawn)	15.6	16.9	2.3	-10.0	15.3	-4.5	-7.1	11.1
43	Cc1cc(NC(=O)CSc2nc(C)c(C)n2CC(C)C)no1	0.8	-4.1	2.9	-9.3	1.1	-4.2	0.1	4.3
44	COc1ccc(C(=O)NNC(=O)c2ccc3ccccc3c2O)cc1	-0.7	-2.6	-0.3	-1.7	-1.5	-2.3	-6.8	5.2
45	CCCNC(=O)CC(NS(=O)(=O)c1ccc(OC)cc1)c1ccco1 (stereo not drawn)	-14.1	2.0	-3.6	3.5	6.5	2.3	-5.8	2.4

Some values from above.
For ATG4B inhibitor, #32 has 5.6
For CCR6 antag, #43 has 4.3

New compounds follow.
#	Structure	APJ antag	Gli-Sufu antag	EBI2 block	UBC13 inh	CXCR6 inh	APJ agonist	ATG4B inhibitor	CCR6 antag
46	O=C(O)c1ccc(NS(=O)(=O)c2cc(Cl)ccc2Cl)cc1O	-17.7	2.9	-2.0	-5.5	-1.1	-0.9	-3.6	4.2
47	Cc1ccc(S(=O)(=O)c2nc(S(C)(=O)=O)sc2N2CCCCCC2)cc1	7.4	48.4	-1.3	-15.4	1.0	-3.0	2.7	6.1
48	CNC(=O)c1c(I)c(C(=O)NCC(=O)Nc2c(I)c(C(=O)O)c(I)c(C(=O)NCCO)c2I)c(I)c(N(C)C(C)=O)c1I	-7.3	-3.4	-7.6	-4.8	0.5	-4.1	-1.1	-8.8
49	COc1ccccc1CNC(=O)c1cc(-c2ccccc2)nn1CC1CC(c2cccnc2)=NO1 (stereo not drawn)	-63.1	0.8	10.6	-2.8	-2.2	11.5	-7.0	3.9
50	Cc1ccc(CNC(=O)/C=C/C(=O)O)cc1	-4.8	-8.5	4.4	-8.3	-9.7	-3.5	-10.9	-4.8
51	Cn1ncc(C#N)c1/N=C/N1CCCCC1	-0.2	-9.8	-4.1	-6.0	4.1	3.7	0.7	4.2
52	COCCNC(=S)N(Cc1cc2cc(C)ccc2n2nnnc12)C1CCCC1	2.2	9.3	15.4	0.7	-4.1	-1.4	2.0	6.3
53	O=C(O)c1cccc(S(=O)(=O)N2CCN(Cc3ccc4c(c3)OCO4)CC2)c1	23.3	3.6	-4.3	-1.6	1.4	-2.2	-9.3	3.1
54	CCCN(CC1CC1)C(=O)COC(=O)c1ccc(C)cc1O	11.6	4.0	6.5	4.9	-1.7	-3.3	7.5	19.5
55	CC(=O)SC1CC2=CC(=O)CCC2(C)C2CCC3(C)C(CCC34CCC(=O)O4)C12 (stereo not drawn)	16.9	1.4	5.3	5.3	1.6	-1.4	-10.6	7.8
56	CC(=O)N(Cc1ccco1)C1(C(=O)NC2CCCC2)CCCCC1	6.0	0.3	-2.8	-3.4	4.3	-9.4	-11.0	3.7
57	COc1cc(/C=C2\N=C(c3ccccc3)OC2=O)ccc1OC(C)=O	12.8	0.7	-8.0	-22.5	9.9	-3.8	-1.1	2.6
58	Cc1cc(C)n(CCCN2C(=O)c3cccc4cccc(c34)C2=O)n1	-5.7	2.3	-2.0	-8.6	-5.9	-1.7	2.6	6.7

Bioassay records deposited in PubChem BioAssay by Sanford-Burnham Center for Chemical Genomics.
